Bioassay records as filed in PubChem BioAssay.
STK33 inh = human STK33 kinase inhibition | Q9BYT3 | purified STK33, MBP phosphorylation, ADP-Glo luminescence | inhibition, % at 10 µM | 320,000 tested, 0.073% active;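 active = inhibition at or above 25%, using the most active replicate where run in duplicate; inactive = inhibition below 25%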
Target sequence (Q9BYT3 whole entry, looked up): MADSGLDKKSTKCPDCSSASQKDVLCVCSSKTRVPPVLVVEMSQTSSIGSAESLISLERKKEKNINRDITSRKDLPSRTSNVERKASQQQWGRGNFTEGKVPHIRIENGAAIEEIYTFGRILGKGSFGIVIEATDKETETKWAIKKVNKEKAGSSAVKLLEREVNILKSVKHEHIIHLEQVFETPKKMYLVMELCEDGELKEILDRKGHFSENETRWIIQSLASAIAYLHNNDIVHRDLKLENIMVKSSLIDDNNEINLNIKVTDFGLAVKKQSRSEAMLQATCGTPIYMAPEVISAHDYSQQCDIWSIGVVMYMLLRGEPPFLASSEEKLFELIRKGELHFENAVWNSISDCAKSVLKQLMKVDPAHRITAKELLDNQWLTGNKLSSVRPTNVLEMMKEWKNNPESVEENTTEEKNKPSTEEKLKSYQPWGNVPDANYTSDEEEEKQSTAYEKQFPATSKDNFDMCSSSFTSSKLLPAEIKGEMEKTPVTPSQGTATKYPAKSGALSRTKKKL
KCNQ2 block = KCNQ2 channel blockers in CHO-K1 cells – cell-based, FluxOR thallium flux, B-score, primary screen (AID 2156); O88943; 20 min; stronger effect = lower value; B-score at 10 µM; 310,000 tested, 1.1% active;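 active = fluorescence ratio B-score at most minus 3 library SDs, with starting brightness B-score within 2 library SDs, cut at about -5.5 in these data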
Kir21 block = blocks the mouse Kir2.1 inward-rectifier potassium channel; HEK293-Kir2.1, FluxOR thallium flux fluorescence; stronger effect = lower value; B-score at 10 µM; 310,000 tested, 0.85% active;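 active = fluorescence ratio B-score at or below minus 3 SD of library scores, with starting-brightness B-score within 2 SD, cut at about -4.2 in these data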;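 note: channel flux triggered by added potassium and thallium sulfate stimulus; B-score of peak minus minimum fluorescence over baseline after thallium stimulus; more negative B-score means stronger Kir2.1 block with less thallium influx; some compounds called inactive have numbers as strong as hits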
Target sequence (P35561 whole entry, looked up): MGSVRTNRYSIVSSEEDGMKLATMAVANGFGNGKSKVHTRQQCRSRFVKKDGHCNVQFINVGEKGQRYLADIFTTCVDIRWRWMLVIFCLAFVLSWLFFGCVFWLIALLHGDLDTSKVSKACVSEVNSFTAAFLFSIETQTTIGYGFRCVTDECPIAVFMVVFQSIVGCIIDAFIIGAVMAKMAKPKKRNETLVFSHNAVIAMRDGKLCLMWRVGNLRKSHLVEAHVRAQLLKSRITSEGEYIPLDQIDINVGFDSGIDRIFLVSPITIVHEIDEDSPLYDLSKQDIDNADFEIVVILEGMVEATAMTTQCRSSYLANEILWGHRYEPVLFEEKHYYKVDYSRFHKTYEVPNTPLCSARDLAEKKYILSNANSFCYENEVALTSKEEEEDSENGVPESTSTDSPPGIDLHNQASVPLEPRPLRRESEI
Starred values were filed as active, the others as inactive; & = joins results of further samples. Not all compounds are listed, so the mix of outcomes need not match the whole.

`O=C1C2CCCN2C(c2cccs2)N1c1ccccn1` (configuration not stated) gave STK33 inh -1.8, KCNQ2 block inactive and Kir21 block -2.
C=CCNC(=O)c1c(N)n(Cc2ccco2)c2nc3ccccc3nc12 was read as STK33 inh 19, KCNQ2 block inactive and Kir21 block 1.8.
O=C(c1cc2c(s1)CCCC2)N1CCC2(CC1)OCCO2 was read as STK33 inh 0.4, KCNQ2 block inactive and Kir21 block -0.77.
Screening COc1ccccc1OCC(=O)N1CCCC(N2CCN(c3ccc(F)cc3)CC2)C1 (configuration not stated) returned STK33 inh 0.0, KCNQ2 block inactive and Kir21 block -1.8.
Cc1ccccc1-c1nc2ccccc2c(=O)n1C was read as STK33 inh 1.7, KCNQ2 block inactive and Kir21 block 0.75.
For CC(C)n1nnnc1CN1CCN(C)CC1 the results were STK33 inh 0.3, KCNQ2 block inactive and Kir21 block 1.1.
Screening O=C(Cc1ccccc1)N1CCN(Cc2c[nH]c3ccccc23)CC1 returned STK33 inh -1.8, KCNQ2 block inactive and Kir21 block -1.2.
Screening CCn1c(O)c(C=NCCN2CCOCC2)c(=O)n(CC)c1=S returned STK33 inh -0.6, KCNQ2 block inactive and Kir21 block 0.01.
O=c1c2ccccc2nc(/C=C/c2ccc(O)cc2)n1-c1ccc(O)cc1 was read as STK33 inh -1.4, KCNQ2 block inactive and Kir21 block -1.7.
Screening O=C1NC(=O)N(C2CCCCC2)C(=O)C1C1c2ccccc2C(=O)N1Cc1ccccc1 (configuration not stated) returned STK33 inh 3.0, KCNQ2 block inactive and Kir21 block -0.21.
COc1ccc(CN2C(=O)NC(=O)/C(=C/c3ccc([N+](=O)[O-])s3)C2=O)cc1 was read as STK33 inh -1.6, KCNQ2 block inactive and Kir21 block 0.01.
For CC(C)Oc1ccc(C2(C#N)CC[N+](C)(C)CC2)cc1 the results were STK33 inh -0.1, KCNQ2 block inactive and Kir21 block -1.4.
COc1cccc(NC(=O)N2CCC3(CC2)OCCO3)c1 was read as STK33 inh -2.3, KCNQ2 block inactive and Kir21 block -0.82.
`Fc1ccc(CCNCc2ccccc2Cl)cc1` gave STK33 inh -1.0, KCNQ2 block inactive and Kir21 block 0.28.
Screening COC(=O)C1=C(c2ccc(S(C)(=O)=O)cc2)C[C@@H]2CC[C@H]1N2C(=O)NCC1CC1 returned STK33 inh 0.0, KCNQ2 block inactive and Kir21 block 2.6.
Screening Cc1ccc(CN2C(=O)CN=C(c3ccccc3)c3ccccc32)cc1 returned STK33 inh 0.7, KCNQ2 block inactive and Kir21 block -2.4.
Screening CCCC/C(=N\O)c1c[nH]c2ccccc12 returned STK33 inh 0.0, KCNQ2 block inactive and Kir21 block -0.62.
Screening Cc1cccc(C2=NCC(=O)N(CC(=O)NCc3ccco3)c3sc4c(c32)CCCC4)c1 returned STK33 inh -1.4, KCNQ2 block inactive and Kir21 block -2.
For CCOC(=O)c1c(C)n(COCCO)c2ccc(O)cc12 the results were STK33 inh -0.7, KCNQ2 block inactive and Kir21 block -1.6.
Screening Cn1c(O)c(C=Nc2ccccc2-c2ccccc2)c(=O)n(C)c1=O returned STK33 inh 0.6, KCNQ2 block inactive and Kir21 block -1.
`COc1ccn(C)c(=O)c1C#N` gave STK33 inh 0.5, KCNQ2 block inactive and Kir21 block -0.46.
Cc1cccc(-n2c(O)c(C=Nc3ccc(Br)cn3)c(=O)[nH]c2=O)c1 was read as STK33 inh -0.6, KCNQ2 block inactive and Kir21 block 0.27.
`CCOC(=O)COc1ccc2c(c1)c(C(C)=O)c(C)n2Cc1ccccc1` gave STK33 inh -0.5, KCNQ2 block inactive and Kir21 block -1.7.
`CN1CCN(C(=S)SCC(=O)Nc2ccc(Cl)cc2C(=O)c2ccccc2)CC1` gave STK33 inh -0.1, KCNQ2 block inactive and Kir21 block -3.5.
For Cc1cc(C=C2C(=O)NC(=O)NC2=O)c(C)n1-c1cccnc1 the results were STK33 inh -2.7, KCNQ2 block inactive and Kir21 block 0.01.
`CC(=O)c1cn(Cc2ccc(C#N)cc2)c2ccccc12` gave STK33 inh -0.4, KCNQ2 block inactive and Kir21 block 0.25.
Screening Cc1cccc(-n2c(O)c(/C=N/N3CCOCC3)c(=O)[nH]c2=S)c1 returned STK33 inh -1.4, KCNQ2 block inactive and Kir21 block -0.11.
For CN(C)S(=O)(=O)c1cc(NC(=O)C[N+]23CCN(CC2)CC3)ccc1Cl the results were STK33 inh -1.9, KCNQ2 block inactive and Kir21 block 2.4.
Screening S=P(NC1CCCCC1)(N1CC1)N1CC1 returned STK33 inh -0.6, KCNQ2 block inactive and Kir21 block -1.6.
For C=CCn1c(O)c(C=NCCCn2ccnc2)c(=O)[nH]c1=O the results were STK33 inh -0.6, KCNQ2 block inactive and Kir21 block 0.89.
CCOP(=O)(OCC)C(NC(=O)c1cccc([N+](=O)[O-])c1)C(Cl)(Cl)Cl (configuration not stated) was read as STK33 inh 0.3, KCNQ2 block inactive and Kir21 block 1.
CCP(=S)(CC)c1ccc(N(C)C)cc1 was read as STK33 inh -0.9, KCNQ2 block inactive and Kir21 block 1.2.
CCNC(=S)N(C)CCc1cc2c(c(OC)c1C=C1C(=O)N(C)C(=O)N(C)C1=O)OCO2 was read as STK33 inh 0.7, KCNQ2 block inactive and Kir21 block -0.43.
O=C(Cc1ccccc1)N1CCN(Cc2ccc(F)cc2)CC1 was read as STK33 inh 0.1, KCNQ2 block inactive and Kir21 block 0.07.
For COC(=O)C1=C(c2cc3ccccc3s2)C[C@@H]2CC[C@H]1N2C(=O)NCCNC(C)=O the results were STK33 inh 1.0, KCNQ2 block inactive and Kir21 block -1.3.
`O=C(N/N=C\C1C(=O)NC(=S)N(c2ccccc2)C1=O)c1ccc(O)cc1` (configuration not stated) gave STK33 inh -0.3, KCNQ2 block inactive and Kir21 block -0.73.
CNc1ccc2nc3ccccc3[n+](C)c2c1 was read as STK33 inh 4.6, KCNQ2 block inactive and Kir21 block -0.45.
Screening CC(=O)OC1N=C(c2ccccc2Cl)c2cc(Br)ccc2N(C)C1=O (configuration not stated) returned STK33 inh -1.0, KCNQ2 block inactive and Kir21 block -0.46.
Screening COc1ccc(CN2CCN(C(=O)Cc3ccccc3)CC2)cc1Br returned STK33 inh -0.8, KCNQ2 block inactive and Kir21 block -1.7.
For Cc1ccc2[nH]c(C)c(CCNCc3cccnc3)c2c1 the results were STK33 inh 1.0, KCNQ2 block inactive and Kir21 block 0.53.
`CN1CCN(C(=O)COc2ccc(S(=O)(=O)Nc3ccc(F)cc3)cc2)CC1` gave STK33 inh 5.5, KCNQ2 block inactive and Kir21 block 0.1.
Screening CN1C(=O)C(=Cc2ccccc2Oc2ccc(Cl)c(F)c2)C(=O)N(C)C1=O returned STK33 inh 1.0, KCNQ2 block inactive and Kir21 block -0.42.
For CC(C)CC(NC(=O)C1CCCCC1)C(=O)N1CCC2(CC1)OCCO2 (configuration not stated) the results were STK33 inh -1.1, KCNQ2 block inactive and Kir21 block 0.43.
Screening Nc1ncc2[nH]cnc2n1 returned STK33 inh 0.2&-0.3, KCNQ2 block inactive and Kir21 block -0.47&1.3.
For CN(C)C(=Nc1ccccc1)P(=S)(N(C)C)N(C)C the results were STK33 inh -1.2, KCNQ2 block inactive and Kir21 block -0.06.
Cc1ccc(C)c(C2(O)CC(C)N(C)CC2C)c1 (configuration not stated) was read as STK33 inh 12, KCNQ2 block inactive and Kir21 block 1.5.
`CC(C)N1CCN(Cc2c[nH]c3ccccc23)CC1CCO` (configuration not stated) gave STK33 inh 0.8, KCNQ2 block inactive and Kir21 block 0.37.
For CC(C)CCn1c(=O)c(C(=O)Nc2ccccc2S(N)(=O)=O)c(O)c2ccccc21 the results were STK33 inh -0.7, KCNQ2 block inactive and Kir21 block -0.08.
Screening CCc1nc2ccccc2c(=O)n1-c1ccccc1OC returned STK33 inh 3.3, KCNQ2 block inactive and Kir21 block 0.17.
Screening COc1ccccc1-n1c(O)c(C=NCc2ccc3c(c2)OCO3)c(=O)[nH]c1=O returned STK33 inh 0.6, KCNQ2 block inactive and Kir21 block -1.3.
O=P1(N(CCCl)CCCl)NCCCO1 (configuration not stated) was read as STK33 inh -1.1, KCNQ2 block inactive and Kir21 block 1.8.
For COc1ccc(/C=C2\C(=O)NC(=O)N(CCC3=CCCCC3)C2=O)c(OC)c1 the results were STK33 inh 8.6, KCNQ2 block inactive and Kir21 block 0.55.
`Cc1ccccc1N1CCN(Cc2ccc3c(c2)OCO3)CC1` gave STK33 inh 1.2, KCNQ2 block inactive and Kir21 block -3.2.
`CCOCCN1CCC(OC(C)=O)C(C)C1` (configuration not stated) gave STK33 inh -2.7, KCNQ2 block inactive and Kir21 block -1.5.
Screening CSCCC(N=Cc1c(O)n(-c2ccc(Cl)cc2)c(=O)[nH]c1=O)C(=O)OC(C)(C)C (configuration not stated) returned STK33 inh -1.6, KCNQ2 block inactive and Kir21 block -2.
For COc1ccc(/C=C2\C(=O)NC(=O)N(Cc3ccccc3)C2=O)c(OC)c1OC the results were STK33 inh 0.3, KCNQ2 block inactive and Kir21 block -1.1.
Screening CCOCCc1c(O)[nH]c(=S)[nH]c1=O returned STK33 inh -0.7, KCNQ2 block inactive and Kir21 block -1.8.
Screening CCC(C)NC(=O)CCC(=O)OC1O[C@H]2OC3(C)CC[C@H]4[C@H](C)CCC(C1C)C24OO3 (some centres not stated) returned STK33 inh -0.6, KCNQ2 block inactive and Kir21 block 1.1.
COc1ccc2c(c1)NP(=S)(Oc1ccccc1)N2 (configuration not stated) was read as STK33 inh 1.0, KCNQ2 block inactive and Kir21 block -0.05.
COc1ccccc1CN1CCCCC1c1cccnc1 (configuration not stated) was read as STK33 inh -1.5, KCNQ2 block inactive and Kir21 block 0.54.

Two records picked at random from those above:
`Cc1ccccc1N1CCN(Cc2ccc3c(c2)OCO3)CC1` gave STK33 inh 1.2, KCNQ2 block inactive and Kir21 block -3.2.
`CC(C)N1CCN(Cc2c[nH]c3ccccc23)CC1CCO` (configuration not stated) gave STK33 inh 0.8, KCNQ2 block inactive and Kir21 block 0.37.

Grouped by structure: the entries above with fluorine (five)
Screening COc1ccccc1OCC(=O)N1CCCC(N2CCN(c3ccc(F)cc3)CC2)C1 (configuration not stated) returned STK33 inh 0.0, KCNQ2 block inactive and Kir21 block -1.8.
`Fc1ccc(CCNCc2ccccc2Cl)cc1` gave STK33 inh -1.0, KCNQ2 block inactive and Kir21 block 0.28.
O=C(Cc1ccccc1)N1CCN(Cc2ccc(F)cc2)CC1 was read as STK33 inh 0.1, KCNQ2 block inactive and Kir21 block 0.07.
`CN1CCN(C(=O)COc2ccc(S(=O)(=O)Nc3ccc(F)cc3)cc2)CC1` gave STK33 inh 5.5, KCNQ2 block inactive and Kir21 block 0.1.
Screening CN1C(=O)C(=Cc2ccccc2Oc2ccc(Cl)c(F)c2)C(=O)N(C)C1=O returned STK33 inh 1.0, KCNQ2 block inactive and Kir21 block -0.42.

(listing goes on)
O=C(O)CC1OCC=C2CN3CCC45c6ccccc6NC4C1C2CC35 (configuration not stated) was read as STK33 inh 0.0, KCNQ2 block inactive and Kir21 block -0.29.
`CC1(C)CC2(CCO1)NCCN1C(=O)CSC12` (configuration not stated) gave STK33 inh 0.0, KCNQ2 block inactive and Kir21 block -0.13.
For CCCCn1c(O)c(/C(C)=N/NC(=O)Nc2ccccc2)c(=O)[nH]c1=O the results were STK33 inh -4.8, KCNQ2 block inactive and Kir21 block -0.11.
`CN1C[C@@H]2C[C@@H](c3cccn3-c3ccccn3)N3CCC[C@@]23C1=O` gave STK33 inh -1.4, KCNQ2 block inactive and Kir21 block 0.09.
For CCOc1cccc(C2NCc3ccccc3-n3cccc32)c1O (configuration not stated) the results were STK33 inh 0.2, KCNQ2 block -6.8* and Kir21 block -0.34.
For CC(=O)OC1N=C(c2ccccc2Cl)c2cc(Br)ccc2NC1=O (configuration not stated) the results were STK33 inh -2.1, KCNQ2 block inactive and Kir21 block -0.6.
Screening Cc1cc(OCC(=O)NCc2ccc(S(N)(=O)=O)cc2)c2c3c(c(=O)oc2c1)CCC3 returned STK33 inh 0.0, KCNQ2 block inactive and Kir21 block -0.49.
For CCc1ccc(OCCCN=C(C)c2c(O)n(C)c(=O)n(C)c2=O)cc1 the results were STK33 inh 1.3, KCNQ2 block inactive and Kir21 block -0.49.
`CN1CCC(O)(c2cccs2)C(C(=O)c2cccs2)C1` (configuration not stated) gave STK33 inh -0.9, KCNQ2 block inactive and Kir21 block 0.31.
For C[C@]12CCC3[C@@H](CCC4=CC(=O)CC[C@@]43CO)C1CCC2=O (some centres not stated) the results were STK33 inh 0.7, KCNQ2 block inactive and Kir21 block 0.54.
`CN1CCN(CC(=O)Nc2ccc(Cl)cc2C(=O)c2ccccc2)CC1` gave STK33 inh -0.6, KCNQ2 block inactive and Kir21 block -2.4.

Sorted by length of the SMILES (rising): some entries from above
`CN1CCC(O)(c2cccs2)C(C(=O)c2cccs2)C1` (configuration not stated) gave STK33 inh -0.9, KCNQ2 block inactive and Kir21 block 0.31.
`CN1CCN(CC(=O)Nc2ccc(Cl)cc2C(=O)c2ccccc2)CC1` gave STK33 inh -0.6, KCNQ2 block inactive and Kir21 block -2.4.
For CCCCn1c(O)c(/C(C)=N/NC(=O)Nc2ccccc2)c(=O)[nH]c1=O the results were STK33 inh -4.8, KCNQ2 block inactive and Kir21 block -0.11.
Screening Cc1cc(OCC(=O)NCc2ccc(S(N)(=O)=O)cc2)c2c3c(c(=O)oc2c1)CCC3 returned STK33 inh 0.0, KCNQ2 block inactive and Kir21 block -0.49.
